# Source: PubChem BioAssay (several laboratories)
# CRFBP-R2 block: antagonists of CRF-BP/CRF-R2 complex, primary screen, cell-based, HEK293, calcium dye fluorescence, uHTS. 350,000 tested, 0.59% active. CRF-induced calcium fluorescence. inhibition, % at 11.8 µM;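 active = inhibition of the ligand-induced calcium signal above about 50% at the single tested concentration, limit read from the data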
# GalR3 antagonist: GalR3 antagonists in HEK293 cells, primary screen, cell-based, fluorescence readout; HEK293 GalR3-CNG cAMP membrane potential fluorescence; galR3 body fused to GalR1 C-terminus; AID 651719, 2012; 360,000 tested, 0.44% active; inhibition, % at 3 µM;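 active = inhibition above the screen-wide average plus 3 SD, cut at about 13% in these data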;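 note: forskolin and galanin both at EC90 stimulate the cells; cAMP rise reported by CNG channel membrane potential dye signal; 0% = forskolin plus galanin with DMSO and 100% = forskolin alone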
# Target sequence (O60755 1-299 limits assumed): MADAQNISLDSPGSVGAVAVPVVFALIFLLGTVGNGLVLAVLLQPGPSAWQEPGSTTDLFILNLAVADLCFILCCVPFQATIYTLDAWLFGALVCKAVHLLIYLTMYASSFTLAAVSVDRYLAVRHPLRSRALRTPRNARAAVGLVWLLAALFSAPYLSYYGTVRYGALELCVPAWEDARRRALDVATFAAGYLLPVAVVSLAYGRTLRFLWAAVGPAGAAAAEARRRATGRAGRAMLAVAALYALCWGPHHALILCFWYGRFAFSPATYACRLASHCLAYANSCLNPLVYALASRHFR
# IDE cell activ: human IDE activators in live cells, primary screen, fluorescence polarization, HEK cells, FAbeta-B substrate | FAbeta-B cleavage; 0% vehicle, 100% cell-free pure enzyme wells | 340,000 tested, 0.073% active | activation, % at 5.96 µM;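 active = activation above the mean of all tested compounds plus 3 SD, set per screening campaign, cut at about 17% in these data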
# p-CIP stab down: p/CIP-EGFP fusion destabilizers, primary screen, fluorescence, F442A cells | 16 h | 290,000 tested, 0.01% active | decrease of EGFP signal, % at 10 µM | Q05BA5 | AID 1984, 2009;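 active = EGFP signal decrease of at least 30% at 10 µM or well 3 SD below plate mean, unless failing retest; inactive = the rest, including hits failing retest or dose response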; note: some compounds called inactive have numbers as strong as hits; many of its hits are not listed in these tables
# IDE inh: human IDE inhibitors in live cells, primary screen, fluorescence polarization, HEK cells, FAbetaB substrate. Insulin-degrading enzyme (Homo sapiens), P14735. FAbetaB cleavage. inhibition, % at 5.59 µM. 320,000 tested, 0.41% active;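 active = percent inhibition above the average of all tested compounds plus 3 SD, set per screening campaign, cut at about 16% in these data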;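 note: IDE supplied by intact live HEK cells; FP after avidin binding of uncleaved biotin substrate so inhibition keeps polarization high; 0% = DMSO wells and 100% = 60 µM reference IDE inhibitor Ii1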
# NS3 helicase inh: inhibitors of HCV NS3 helicase, primary screen, biochemical, Cy5 molecular beacon fluorescence. NS3 helicase DNA unwinding. 290,000 tested, 0.56% active. inhibition, % at 10.9 µM;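 active = inhibition above the mean of all tested compounds plus 3 SD, set per campaign, cut at about 35% in these data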;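 note: 0% = DMSO wells and 100% = thioflavine S control wells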
#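 Assay system – hepatitis C virus NS3 helicase domain fragment enzyme · Buffer or medium – MOPS pH 6.5, MgCl2, DTT, Tween20, BSA · Reagent – Cy5/quencher beacon DNA duplex and ATP to start · Compound – single 10.9 µM dose · Timing – 1 h at 25 °C · Technique – Cy5 beacon fluorescence read at start and 1 h · Measure – % inhibition of unwinding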
# UBC9 SUMO inh: inhibitors of in vitro SUMOylation cascade, primary screen, biochemical, HTRF, uHTS; SUMO-conjugating enzyme UBC9 (Homo sapiens), P63279; HTRF SUMOylation assay, SAE1/SAE2 + UBC9; inhibition, % at 35 µM; 290,000 tested, 0.36% active; AID 2006, 2009; in the data active = inhibition above about 50%, passing the limit was not always enough; note: strong numbers were not always called active
# Target sequence (P63279 whole entry, looked up): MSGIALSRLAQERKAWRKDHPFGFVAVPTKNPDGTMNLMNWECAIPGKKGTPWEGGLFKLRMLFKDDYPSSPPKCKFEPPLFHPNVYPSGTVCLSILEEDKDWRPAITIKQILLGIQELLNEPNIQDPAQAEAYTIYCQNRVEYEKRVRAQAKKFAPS
# IMP-1 inhibitor: IMP-1 metallo-beta-lactamase inhibitors, primary screen, biochemical, epi-absorbance readout, Pseudomonas aeruginosa enzyme | AID 1556, 2009 | 290,000 tested, 0.45% active | inhibition, % at 5.6 µM | metallo-beta-lactamase IMP-1 (Pseudomonas aeruginosa) | purified IMP-1, nitrocefin hydrolysis, epi-absorbance fluorescence;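 active = inhibition above the mean plus 3 SD of all compounds in the same screening run, cut at about 4.5% in these data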;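 note: 0% = IMP-1 with DMSO and 100% = DMSO wells lacking enzyme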
#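 assay system = purified recombinant IMP-1 metallo-beta-lactamase enzyme | schedule = 15 min preincubation plus 25 min reaction at 25 °C | signal = Epi-absorbance fluorescence, 480 nm excitation, 530 nm emission | read-out basis = percent inhibition from optical density relative to buffer-blank wells | controls = IMP-1 with DMSO as 0%, enzyme-free DMSO as 100%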
# VIM-2 inhibitor: VIM-2 metallo-beta-lactamase inhibitors, primary screen, biochemical, epi-absorbance readout, Pseudomonas aeruginosa enzyme. purified VIM-2, nitrocefin hydrolysis, epi-absorbance fluorescence. 290,000 tested, 0.89% active. AID 1527, 2009. inhibition, % at 5.6 µM;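 active = inhibition above the mean of all tested compounds plus 3 SD, cutoff set per screening run, cut at about 7.5% in these data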;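 note: red hydrolysis product quenches plate fluorescence so inhibitors raise well fluorescence; 0% = enzyme with DMSO and 100% = DMSO without enzyme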
# Active calls of the source: *; . = not tested or not shown.
SMILES,CRFBP-R2 block,GalR3 antagonist,IDE cell activ,p-CIP stab down,IDE inh,NS3 helicase inh,UBC9 SUMO inh,IMP-1 inhibitor,VIM-2 inhibitor
COc1ccc(-c2cc3nc(C4CCN(C(=O)OC(C)(C)C)CC4)c(C(=O)O)cn3n2)cc1,52*,-5,1,-14,7,32,38,-2.5,0.0
COc1ccccc1NC(=O)COc1ccc(/C=N/NC(=O)c2cccnc2)cc1,-2,1,6,10,7,3,0,-4.7,-2.0
O=C(NC1c2ccccc2-c2ccccc21)N1CCCCC1,-34,-5,-1,-18,.,2,26,-0.7,-1.2
S=c1nccc(-c2ccc(Cl)cc2)[nH]1,-1,-2,.,-11,10,-6,23,-0.5,-1.9
CC(=O)N1CCN(Cc2nc3cc(NC(=O)NC4CCCCC4)ccc3n2C)CC1,12,-2,0,-11,0,4,28,-3.4,-4.8
COc1ccc(/C=C2/SC(=S)N(CCCC(=O)Nc3cccc(O)c3)C2=O)cc1,10,-7,2,-11,1,-14,-28,-0.5,0.8
COc1ccc2oc(C(=O)OCc3nnc(-c4ccccc4)o3)c(C)c2c1,10,-2,3,.,2,.,.,.,.
CC(C)Sc1nc2ccccc2n1CC(=O)O,-1,-4,5,-9,2,-18,-3,-2.0,-1.4
c1ccc(CNc2ncnc3c2cnn3-c2ccccc2)cc1,-12,-7,3,-6,3,4,11,-4.0,-0.8
C=C(C)COc1ccc2c(C)c(C)c(=O)oc2c1OCC(=C)C,-4,-6,2,-6,-3,-5,11,-3.5,-0.9
Cc1ccnc(NC(=O)CCC(=O)N(CC(=O)NC2CCCCC2)C2CCCC2)c1,14,-1,3,7,4,-4,-36,-2.6,-1.8
Nc1nc(CSc2nc3ccccc3s2)nc(N2CCCCC2)n1,2,-4,6,-13,2,1,10,-4.2,-2.1
CCOc1ccc(N2C(=O)CC(NCCNc3ccc([N+](=O)[O-])cn3)C2=O)cc1 (stereo not given),10,-7,-4,-13,8,-8,12,1.2,0.2
Cc1ccc2[nH]c(CNC(=O)c3ccc(F)cc3)cc2c1,2,-9,0,-5,2,-13,-6,-2.0,0.9
Cc1cc(C)c2nc(Cl)c(Cl)nc2c1,14,1,6,-7,1,-8,3,-0.8,-1.2
CC(NC(=O)C1CCC(CNS(=O)(=O)c2ccccc2)CC1)c1ccccc1 (stereo not given),5,-4,0,-4,3,-8,0,-3.5,-2.8
Clc1ccc2c(c1)Nc1ccccc1CC2,8,-1,3,.,2,.,.,.,.
O=C(c1c(F)cccc1F)N1CCN=C1SCc1ccccc1,7,-7,2,-1,5,4,22,-1.5,-0.5
CC(=O)Nc1ccc(NC(=O)CSc2ccc3nnc(-c4cccnc4)n3n2)cc1,-4,-1,5,4,4,1,3,-3.3,1.4
CCc1nc(C)cc2c1sc1ccccc12,25,-4,.,-124,3,-18,7,-2.4,1.1
CCC1CCCCN1C(=O)c1c[nH]c2ccc(S(=O)(=O)N(C)c3ccc(Cl)cc3)cc2c1=O (stereo not given),-40,-2,-1,3,-4,-1,0,1.6,-2.2
CCOc1ccccc1NC(=O)C(OC(=O)c1ccc(N(C)C)cc1)c1ccccc1 (stereo not given),25,-3,7,4,2,-6,3,-1.3,-1.1
CC(=O)COc1ncnc2c(Cl)cc(Cl)cc12,-12,-2,2,-36,3,-5,25,-1.7,-1.1
O/N=C1/CCSc2ccccc21,9,-4,2,-12,5,-6,25,-3.4,-0.7
CC(=O)N1CCN=C1SCc1cccc(C(F)(F)F)c1,0,-3,2,-6,1,13,6,-2.4,-3.4
O=C(CSc1nnc(-c2ccco2)o1)NC1CCCCCC1,-5,-4,-6,-1,5,5,8,-2.0,-3.0
CN(C(=O)CN1C(=O)S/C(=C\c2ccccc2Cl)C1=O)C1CCS(=O)(=O)C1 (stereo not given),-12,-4,1,-4,-3,2,17,-0.8,-0.7
Cc1ccc(/C=C(\C#N)C(=O)Nc2c(C)cccc2C)s1,-27,-11,-1,-7,4,-10,7,-5.3,-4.6
NC(N)=Nc1nc2ccc([N+](=O)[O-])cc2[nH]1,12,-7,0,6,0,-9,9,-0.9,-3.0
CN(C(=O)c1ccccc1C(=O)OCC(=O)Nc1ccc(S(N)(=O)=O)cc1)c1ccccc1,-5,-3,2,.,-4,.,.,.,.
C=CCc1ccccc1OCC(=O)NNC(=S)NCc1ccccc1,-29,-3,-4,-16,6,-13,-26,-1.7,-0.6
CCC(c1nnc(SCC(=O)NC23CC4CC(CC(C4)C2)C3)o1)N(C)C (stereo not given),2,-3,3,8,1,4,2,-2.6,-3.2
Cc1nc2cc(NS(=O)(=O)c3ccc(Br)cc3)ccc2n1C,3,-10,-5,10,3,-9,-7,-0.4,0.7
CCOC(=O)c1ccc2ncc(-c3ccccc3)nc2c1,1,1,8,2,.,3,-5,-1.7,-3.8
CC1(C)C(=O)Nc2ccccc2N1C(=O)COc1ccc(C#N)cc1,-10,-7,2,.,-2,.,.,.,.
O=C(CSc1oc(-c2ccco2)nc1S(=O)(=O)c1ccc(F)cc1)NCC1CCCO1 (stereo not given),-6,-7,-6,-7,-1,12,29,1.8,-3.0
COCCN(C(=O)COC(=O)CNC(=O)c1cccs1)c1c(N)n(Cc2ccccc2)c(=O)[nH]c1=O,5,-2,8,.,-2,.,.,.,.
CCN(C(=O)CN1C(=O)/C(=C/c2ccccc2)SC1=S)C1CCS(=O)(=O)C1 (stereo not given),-1,-8,1,4,-3,1,14,-0.4,-1.5
Cc1cc(S(=O)(=O)c2cc3ccc(O)c(C)c3oc2=O)ccc1F,-4,-14,-4,-8,3,6,34,-1.9,-2.4
O=C(NNc1nc2c(F)cc(F)cc2s1)c1ccccc1,3,-4,6,5,-9,2,1,-1.9,-2.6
CCc1cc(Cn2nc(-c3ccccc3)cc2C(=O)NCCOC)on1,-1,-5,-4,.,-4,.,.,.,.
Cn1c(=O)c(C(=O)COC(=O)c2cc(-c3ccco3)nc3ccccc23)c(N)n(CC2CC2)c1=O,.,.,.,-8,1,17,44,2.0,0.1
C/C(N)=C(/C#N)C(=O)CSc1nncn1-c1ccccc1,2,-5,2,1,2,4,-1,-3.8,-2.7
O=C(COC(=O)c1ccc(NS(=O)(=O)c2cccs2)cc1)NCC1CCCO1 (stereo not given),-7,3,-2,9,10,11,-3,-1.7,-2.8
COc1ccccc1NC(=O)Nc1cc(F)ccc1F,8,-6,1,-9,5,8,1,-2.2,-1.5
CC(=O)c1ccc(COC(=O)Cc2ccc([N+](=O)[O-])cc2)cc1,27,-7,-1,-12,0,7,13,-2.1,-2.9
Cn1c(=O)oc2cc(S(=O)(=O)N3CCCC(C(=O)NCCN4CCOCC4)C3)ccc21 (stereo not given),4,1,-1,-23,0,13,9,-4.1,-2.6
Cc1ccc2nc(C)cc(Nc3ccc([N+](=O)[O-])cc3)c2c1,17,-4,.,-2,6,-4,18,-1.6,4.7
O=C(CSCc1ccccc1)Nc1ccccc1,31,-4,1,-1,1,0,-8,3.4,0.7
c1cncc(-c2nc(NCc3cccs3)c3ccccc3n2)c1,-23,-4,-3,-4,-7,-5,16,-4.6,-2.7
O=C(O)/C(CC(=O)c1ccc(Cl)cc1)=N/Nc1ccc([N+](=O)[O-])cc1[N+](=O)[O-],16,-11,3,-6,0,38*,5,-1.9,-2.6
CCC(C)c1ccccc1N1CC(C(=O)NCCCn2nc(C)cc2C)CC1=O (stereo not given),7,-3,1,.,1,.,.,.,.
CC(c1ccccc1)N1C(=O)CC(Sc2ncccc2C(=O)O)C1=O (stereo not given),19,7,0,-16,7,11,0,0.0,-0.5
CCCC[C@@H]1CCCO[C@@](C(=O)NCc2ccccn2)(C(F)(F)F)C1,11,5,6,.,2,.,.,.,.
COc1ccc(-c2cnc(SCC(=O)Nc3ccc4c(c3)OCO4)n2Cc2ccco2)cc1,45,-9,-3,1,.,-7,-18,-3.3,-1.6
COc1ccc(N=c2cc(-c3ccc(O)cc3)oc3ccccc23)cc1,-12,-5,-7,1,8,-6,-21,-3.7,-0.1
O=C(NC1CCN(C(=O)Nc2ccccc2Cl)CC1)c1ccco1,-8,-7,2,-5,3,-2,-8,-2.3,-4.2
O=C(Cc1ccc(-n2cccc2)cc1)NC1CCCCCC1,-7,-6,0,-3,0,11,-24,-3.5,-2.1

# By substructure: the compounds so far with a Cl atom.
SMILES,CRFBP-R2 block,GalR3 antagonist,IDE cell activ,p-CIP stab down,IDE inh,NS3 helicase inh,UBC9 SUMO inh,IMP-1 inhibitor,VIM-2 inhibitor
S=c1nccc(-c2ccc(Cl)cc2)[nH]1,-1,-2,.,-11,10,-6,23,-0.5,-1.9
Cc1cc(C)c2nc(Cl)c(Cl)nc2c1,14,1,6,-7,1,-8,3,-0.8,-1.2
Clc1ccc2c(c1)Nc1ccccc1CC2,8,-1,3,.,2,.,.,.,.
CCC1CCCCN1C(=O)c1c[nH]c2ccc(S(=O)(=O)N(C)c3ccc(Cl)cc3)cc2c1=O (stereo not given),-40,-2,-1,3,-4,-1,0,1.6,-2.2
CC(=O)COc1ncnc2c(Cl)cc(Cl)cc12,-12,-2,2,-36,3,-5,25,-1.7,-1.1
CN(C(=O)CN1C(=O)S/C(=C\c2ccccc2Cl)C1=O)C1CCS(=O)(=O)C1 (stereo not given),-12,-4,1,-4,-3,2,17,-0.8,-0.7
O=C(O)/C(CC(=O)c1ccc(Cl)cc1)=N/Nc1ccc([N+](=O)[O-])cc1[N+](=O)[O-],16,-11,3,-6,0,38*,5,-1.9,-2.6
O=C(NC1CCN(C(=O)Nc2ccccc2Cl)CC1)c1ccco1,-8,-7,2,-5,3,-2,-8,-2.3,-4.2
